Source: PubChem
TNAP Pi inh: human TNAP enzyme inhibitors, primary screen, biochemical, colorimetric, phosphate release readout | inhibition, % at 20 µM | Alkaline phosphatase, tissue-nonspecific isozyme (Homo sapiens), P05186 | 21,000 tested, under 10 active | purified TNAP, pNPP, malachite green phosphate absorbance
Target sequence (P05186 whole entry, looked up): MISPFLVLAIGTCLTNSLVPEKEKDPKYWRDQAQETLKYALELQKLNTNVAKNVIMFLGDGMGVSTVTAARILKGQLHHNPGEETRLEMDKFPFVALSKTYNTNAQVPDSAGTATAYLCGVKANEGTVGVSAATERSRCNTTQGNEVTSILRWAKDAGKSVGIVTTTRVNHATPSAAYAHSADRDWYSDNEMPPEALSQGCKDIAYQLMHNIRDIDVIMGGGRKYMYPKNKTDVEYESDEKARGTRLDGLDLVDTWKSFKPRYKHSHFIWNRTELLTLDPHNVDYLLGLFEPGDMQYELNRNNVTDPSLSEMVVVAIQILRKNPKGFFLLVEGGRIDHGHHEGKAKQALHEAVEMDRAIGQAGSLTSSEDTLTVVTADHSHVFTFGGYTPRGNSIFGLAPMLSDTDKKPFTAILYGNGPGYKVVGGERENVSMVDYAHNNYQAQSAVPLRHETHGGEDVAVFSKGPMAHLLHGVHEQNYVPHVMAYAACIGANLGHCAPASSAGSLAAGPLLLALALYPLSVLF
TNAP pNPP inh: human TNAP enzyme inhibitors, primary screen, biochemical, colorimetric, p-nitrophenol readout; purified TNAP, pNPP hydrolysis, absorbance 405 nm; inhibition, % at 20 µM; 21,000 tested, under 10 active; AID 615, 2007;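 further: 0% = DMSO only wells and 100% = 1 mM levamisole wells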
* hit, by the source's call.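 How the source made its calls: active means inhibition above 50% at the 20 µM single-dose screen; inactive means the rest.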 An excerpt (hit frequency here may not be typical).

The first 20 compounds as a preview:
SMILES	TNAP Pi inh	TNAP pNPP inh
CCCc1cc(=O)oc2c(C)c(O)c(CN3CCCCC3)cc12	4.1	0.2
CCC(=O)Oc1ccc(C(CC)C(CC)c2ccc(OC(=O)CC)cc2)cc1 (configuration not stated)	11.2	3.6
O=S1(=O)CC(NCc2ccccc2)C(Nc2ccccc2)C1 (configuration not stated)	9.1	3.1
Cc1ccc(-c2nc3ccccc3[nH]2)cc1NC(=O)c1ccco1	6.5	7.2
Cc1c(NC(=O)Nc2cccc(Cl)c2)c(=O)n(-c2ccccc2)n1C	12.0	5.0
CCc1nnc(NC(=O)CCC(=O)N2CCN(C3CCCCC3)CC2)s1	8.4	4.3
COc1cccc(-c2nnc3sc(-c4ccccn4)nn23)c1	3.6	6.3
CCCc1cc(C(N)=O)c(NC(=O)c2ccoc2C)s1	8.7	1.3
CCCc1cc(C(=O)Nc2nccs2)cs1	10.7	3.2
CCOC(=O)c1cccc(NC(=O)Nc2cc(OC)ccc2OC)c1	15.4	5.0
CCOC(=O)c1cc(-c2ccncc2)nc2c1c(C)nn2-c1ccccn1	-12.0	0.1
COc1cc(C(=O)NC2CC3CCCC(C2)N3CC(=O)Nc2ccccc2)cc(OC)c1OC (configuration not stated)	13.9	2.7
CCn1c(COc2ccc(C)cc2)nnc1SCC(=O)Nc1cc(OC)ccc1OC	11.9	6.6
CCn1c(SCC(=O)Nc2ccc(OCc3ccccc3)cc2)nnc1-c1ccco1	2.6	0.0
Cn1nccc1C(=O)Nn1cnnc1	9.7	6.5
CC(=O)Nc1ccc(N/C=C/C(=O)C(C)(C)C)cc1	14.2	2.0
Cc1cc(C)nc(NC(=O)CSc2nn(C)c(=S)s2)n1	4.2	-2.4
C1=C(N2CCOCC2)/C(=C/c2nc3ccccc3[nH]2)CC1	5.2	4.7
CCNC(=O)CCc1nc(-c2ccc(C(C)(C)C)cc2)no1	2.0	-2.0
CCOC(=O)c1ccc2c(c1)C1C=CCC1C(C(=O)O)N2 (configuration not stated)	3.6	2.3

The listing, repeating the preview:
SMILES	TNAP Pi inh	TNAP pNPP inh
CCCc1cc(=O)oc2c(C)c(O)c(CN3CCCCC3)cc12	4.1	0.2
CCC(=O)Oc1ccc(C(CC)C(CC)c2ccc(OC(=O)CC)cc2)cc1 (configuration not stated)	11.2	3.6
O=S1(=O)CC(NCc2ccccc2)C(Nc2ccccc2)C1 (configuration not stated)	9.1	3.1
Cc1ccc(-c2nc3ccccc3[nH]2)cc1NC(=O)c1ccco1	6.5	7.2
Cc1c(NC(=O)Nc2cccc(Cl)c2)c(=O)n(-c2ccccc2)n1C	12.0	5.0
CCc1nnc(NC(=O)CCC(=O)N2CCN(C3CCCCC3)CC2)s1	8.4	4.3
COc1cccc(-c2nnc3sc(-c4ccccn4)nn23)c1	3.6	6.3
CCCc1cc(C(N)=O)c(NC(=O)c2ccoc2C)s1	8.7	1.3
CCCc1cc(C(=O)Nc2nccs2)cs1	10.7	3.2
CCOC(=O)c1cccc(NC(=O)Nc2cc(OC)ccc2OC)c1	15.4	5.0
CCOC(=O)c1cc(-c2ccncc2)nc2c1c(C)nn2-c1ccccn1	-12.0	0.1
COc1cc(C(=O)NC2CC3CCCC(C2)N3CC(=O)Nc2ccccc2)cc(OC)c1OC (configuration not stated)	13.9	2.7
CCn1c(COc2ccc(C)cc2)nnc1SCC(=O)Nc1cc(OC)ccc1OC	11.9	6.6
CCn1c(SCC(=O)Nc2ccc(OCc3ccccc3)cc2)nnc1-c1ccco1	2.6	0.0
Cn1nccc1C(=O)Nn1cnnc1	9.7	6.5
CC(=O)Nc1ccc(N/C=C/C(=O)C(C)(C)C)cc1	14.2	2.0
Cc1cc(C)nc(NC(=O)CSc2nn(C)c(=S)s2)n1	4.2	-2.4
C1=C(N2CCOCC2)/C(=C/c2nc3ccccc3[nH]2)CC1	5.2	4.7
CCNC(=O)CCc1nc(-c2ccc(C(C)(C)C)cc2)no1	2.0	-2.0
CCOC(=O)c1ccc2c(c1)C1C=CCC1C(C(=O)O)N2 (configuration not stated)	3.6	2.3
Nc1nnc(SCc2cccc(C(F)(F)F)c2)s1	-4.3	1.3
CCOC(=O)CC(C#N)c1c[nH]c2ccccc12 (configuration not stated)	0.0	0.0
Cc1nn(CC(=O)NCCN2CCOCC2)c(=O)c2ccccc12	-20.6	3.3
O=C(CSc1nnc(-c2ccccn2)n1Cc1ccccc1)NC1CCCC1	-9.5	5.7
COCc1cc(=O)n2[nH]c(C)cc2n1	9.6	5.1
Other records
SMILES	TNAP Pi inh	TNAP pNPP inh
CN(C)S(=O)(=O)Nc1ccc(NS(=O)(=O)N(C)C)c(S(=O)(=O)c2ccccc2)c1	-15.4	-7.9
CCCn1cnc2cc(NCc3cccc(OC)c3O)ccc21	8.6	12.4
COC(=O)/C=c1\sc2n(c1=O)C(C)=CC(C)(C)N=2	7.6	0.0
COC(=O)C(C#N)C(c1cccnc1)c1c(C)[nH][nH]c1=O (configuration not stated)	13.0	2.1
O=C(NCC(=O)N(c1ccc2c(c1)OCO2)C(C(=O)NC1CCCC1)c1cccs1)c1ccco1 (configuration not stated)	4.0	-1.3
O=S(=O)(c1cc(C(F)(F)F)ccc1Cl)N1CCCCCC1	8.3	5.8
O=C1C(=O)N(Cc2cccnc2)C(c2ccccn2)/C1=C(/O)c1ccccc1 (configuration not stated)	8.2	5.1
CCOc1ccc(CCNS(=O)(=O)c2cccc3nsnc23)cc1OCC	3.7	0.5
Cc1cc(NS(=O)(=O)Cc2ccccc2)no1	4.2	-1.3
Cn1ccnc1C(O)c1ccc(OCc2ccccc2)cc1 (configuration not stated)	-1.2	-3.7
Cn1c2c(c3ccccc31)CC/C2=N\O	7.1	2.2
NC(=O)SCC(=O)Nc1ccc(Cl)c(Cl)c1	21.7	13.0
CN1CCN(/C=N/c2c(C#N)cnn2Cc2ccccc2)CC1	9.4	4.4
Cc1c(NC(=O)C(C)N2CC(C)OC(C)C2)c(=O)n(-c2ccccc2)n1C (configuration not stated)	6.7	3.9
CCOC(=O)c1cccc(NC(=O)c2cccnc2)c1	7.8	6.3
CCOc1ncccc1C(=O)OCc1nnc(-c2ccccc2)o1	8.9	7.3
Cc1ccsc1C=Nc1c(C)n(C)n(-c2ccccc2)c1=O	-0.4	7.3
O=C(CCC1CCCC1)Nc1ccc(Br)cn1	10.3	3.1
O=C(O)c1ccc(CSCc2ccco2)cc1	10.1	6.8
CCC(Oc1ccccc1)C(=O)Nc1ccc(-c2nnc(-c3ccco3)o2)cc1 (configuration not stated)	-5.3	6.2
CCOC(=O)COn1c(=O)c(=O)n(OC)c2ccccc21	6.5	1.0
N#Cc1nc(COc2ccc(Cl)cc2)oc1N1CCCCCC1	-10.7	1.4
COCCNC(=O)c1cnn2c(C(F)(F)F)cc(-c3ccc4c(c3)OCO4)nc12	10.5	-0.9
Cc1occc1C(=O)Nc1nccs1	-1.7	2.3
c1coc(-c2nc3nc4ccccc4nc3n2-c2ccc3c(c2)OCCO3)c1	10.2	3.8

Two records drawn at random from the list so far, as already listed:
SMILES	TNAP Pi inh	TNAP pNPP inh
c1coc(-c2nc3nc4ccccc4nc3n2-c2ccc3c(c2)OCCO3)c1	10.2	3.8
CCCn1cnc2cc(NCc3cccc(OC)c3O)ccc21	8.6	12.4

The list continues.
SMILES	TNAP Pi inh	TNAP pNPP inh
CN(C)C=Nc1ncc2c3ccccc3n(CCN(C)C)c2c1C#N	4.7	1.9
CCOC(=O)c1cnn2c(C)cc(-c3ccccc3)nc12	0.0	0.0
O=C1c2ccccc2S(=O)(=O)N1Cc1nc2ccccc2s1	3.6	5.7
COc1ccc(CCn2c(C)cc3c(c2=O)C(c2ccncc2)C(C#N)=C(N)O3)cc1OC (configuration not stated)	0.5	1.1
O=C(O)C1CSC(CCc2ccccc2)N1 (configuration not stated)	-0.5	-0.5
COc1ccc(C(=O)N2CCN(c3cccc(Cl)c3)CC2)c(OC)c1	9.4	2.8
CCC(C)NCC(=O)Nc1ccc(-c2nc3cc(NC(=O)CNC(C)CC)ccc3o2)cc1 (configuration not stated)	9.8	4.0
COc1ccc(-c2noc(CSc3ccccc3)n2)cc1OC	13.3	1.8
C=CCSc1nc(N)c(C#N)c(-c2ccccc2)c1C#N	5.8	-0.2
CCS(=O)(=O)N1CCC(NC(=O)C2CCCCC2)CC1	9.3	2.0
COc1ccc(C2=Nn3c(nnc3-c3ccccc3)SC2)cc1OC	7.8	1.6
O=C(O)CN1C(=O)CC(Cc2ccccc2)C1=O (configuration not stated)	8.2	4.8
NC1=NC2(CCCCC2)n2c(nc3ccccc32)N1	8.9	3.6
CCC1(C(=O)OC)NC(c2ccco2)C2C(=O)N(c3ccc(C)cc3)C(=O)C21 (configuration not stated)	15.8	4.8
O=S(=O)(c1cccc(-c2nnc(SCc3ccc(Cl)cc3)o2)c1)N1CCCCC1	17.0	-1.5
COc1cccc(-c2csc(NC(C)=O)n2)c1	0.0	0.0
C/C(=N/n1cnnc1)c1cccnc1	10.2	2.6
CCCC(C)NS(=O)(=O)c1ccccc1 (configuration not stated)	6.3	-0.3
CCn1c(SCC(=O)O)nnc1-c1cc2c(C)nn(-c3ccccc3)c2s1	-1.5	3.5
O=C(C1=C(O)C(=O)N(CCN2CCOCC2)C1c1cccnc1)c1cc2ccccc2o1 (configuration not stated)	3.3	-6.2
Cc1nn(Cc2ccccc2Cl)c2sc(C(=O)NCCCn3ccnc3)cc12	0.4	8.2
COCCCN1C(=O)C(=O)/C(=C(/O)c2ccc(OC)cc2C)C1c1cccnc1 (configuration not stated)	9.0	4.7
Cc1oc(/N=C/c2ccc(Cl)cc2)c(C#N)c1C	-2.3	-11.9
Cc1cc(Br)ccc1SCC(=O)OCC(=O)N1CCN(C(=O)c2ccco2)CC1	4.9	3.0
CC(=O)C1=C(C)NC(SCC(N)=O)=C(C#N)C1c1cccnc1 (configuration not stated)	9.0	1.5
The results go on.
SMILES	TNAP Pi inh	TNAP pNPP inh
O=C(CSc1nnnn1C1CCCC1)Nc1ccc2c(c1)OCO2	8.3	2.5
COc1ccc(NC(=O)CSc2nnc(-c3ccccc3)n2Cc2ccco2)c(OC)c1	6.9	0.0
COC(=O)c1ccc(COC(=O)c2ccc(N(C)C)cc2)cc1	14.0	8.2
CC(=O)Oc1ccc2c(C)c(CC(C)O)c(=O)oc2c1 (configuration not stated)	10.5	5.7
O=C(O)c1ccc2c(c1)C(=O)N(C(Cc1ccccc1)C(=O)O)C2=O (configuration not stated)	-14.6	9.0
COc1ccc(OC)c(CN2CCN(c3ccccc3OC)CC2)c1	5.9	0.0
Cc1cccc(N2CCN(C(=O)CCCOc3ccccc3)CC2)c1C	8.9	4.5
Clc1ccc(Cn2ncc3c(N4CCOCC4)ncnc32)cc1	-5.1	-9.1
CCOC(=O)CNC(=O)CSc1nc2cccnc2n1C1CCCCC1	9.0	2.2
COc1cc(C(=O)N2CCC(NC(=O)C(Cc3ccccc3C)NC(C)=O)CC2)cc(OC)c1OC (configuration not stated)	7.9	5.4
COc1ccc(CNC(=O)CSc2nnc(C)s2)cc1	1.4	-0.6
O=C(Cn1nc(-c2ccccc2)c2ccccc2c1=O)Nc1ccc2c(c1)nc1n2CCOC1	9.2	6.0
Cc1ccc(C)c2[nH]c(=O)c(CN(Cc3ccco3)C(=O)Nc3ccccc3)cc12	9.7	8.0
CCC(=O)c1ccccc1OCCN1C(=O)NC(C)(C)C1=O	7.5	-2.6
CC(NC(=O)CC12CC3CC(CC(C3)C1)C2)C(=O)O (configuration not stated)	7.9	4.6
CCOc1cccc(C(=O)Nc2ccccc2OC(F)F)c1	24.1	11.1
COc1ccccc1N(C(=O)c1ccco1)C(C(=O)NC1CCCC1)c1cccnc1 (configuration not stated)	2.9	6.2
O=C(c1cccc(C(=O)N2CCN(c3ccccc3F)CC2)n1)N1CCN(c2ccccc2F)CC1	0.0	0.0
Cc1csc(NC(=O)CSc2nnc3ncccn23)n1	-63.6	-42.1
Cc1onc(-c2ccccc2)c1C(=O)Nc1nc2c(s1)CCCC2	8.4	5.1
CC(=O)N1CCN(c2ccc(Oc3nnnn3-c3ccccc3)cc2)CC1	-15.3	-0.7
CCC(=O)Nc1ccc2c(c1)ncn2-c1ccccc1OC	0.3	-2.6
C[C@]12CCC(=O)C=C1CC[C@@H]1[C@@H]2[C@@H](O)C[C@@]2(C)[C@H]1CC[C@]2(O)C(=O)CO	9.2	6.4
COC(=O)c1[nH]c2ccc(Cl)cc2c1NC(=O)CCN1CCOCC1	-11.4	4.0
O=C(Nc1ccon1)c1ccccc1Cl	-1.5	4.8
More records:
SMILES	TNAP Pi inh	TNAP pNPP inh
O=C(NCCC1=CCCCC1)c1ccc(F)c(S(=O)(=O)N2CCOCC2)c1	-5.5	6.8
COCCNC(=O)c1ccc(C(=O)NCCOC)s1	3.5	2.2
O=C(c1ccccc1)c1ccc(OCC(O)CN2CCOCC2)cc1 (configuration not stated)	18.4	1.4
COc1ccc(CCNC(=O)CSc2nc(-c3ccco3)cc(C(F)(F)F)n2)cc1OC	0.2	-11.5
CC(=O)c1cccc(NC(=O)c2cc(-n3cnnc3)ccc2Cl)c1	6.6	0.0
CCOc1cc(C(=O)N2CCc3cc(OC)c(OC)cc3C2)ccc1OC(F)F	13.9	6.4
